# High-throughput results deposited in PubChem BioAssay by several laboratories.
# Hck Nef HTS = blocks Nef-activated human Hck kinase; Recombinant Hck-YEEI plus Nef, Z-Lyte FRET kinase assay; inhibition, % at 20 µM; hit rate 0.68% among 220,000;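 active = Hck-Nef kinase inhibition above about 50%, limit read from the data; inactive = inhibition below that limit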;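 note: 0% = DMSO with Hck plus Nef and 100% = Hck alone without Nef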
# FXIIa inh 1536 = factor XIIa (human) inhibition. purified FXIIa, Boc-QGR-AMC fluorogenic substrate, 2 h. P00748. hit rate 0.3% among 220,000. inhibition, % at 5 µM; in the data active = inhibition above about 40%;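 note: 0% = enzyme with no compound and 100% = blank without enzyme; many of its hits are not listed in these tables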
# L929 necroptosis = blocks zVAD induced death of L929 cells | AID 1377 | viability rescue, % at 10 µM | L929 zVAD necroptosis rescue, ATP luminescence, 24 h; with zVAD 60 µM | hit rate 0.38% among 220,000;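 active = activation, scaled between plate controls, above about 75%, limit read from the data; inactive = activation under that limit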;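 note: 0% = zVAD with DMSO and 100% = DMSO alone without zVAD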
# thrombin 1536 = blocks human thrombin protease activity; hit rate 0.26% among 220,000; alpha-thrombin, Boc-VPR-AMC fluorogenic substrate cleavage; P00734; inhibition, % at 5 µM;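 active = inhibition at or above 40%; inactive = inhibition below 40%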;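 note: 0% = enzyme with no compound and 100% = wells without enzyme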
#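 Material: human alpha-thrombin enzyme / Medium: pH 7.5 Tris (50 mM) with NaCl 150 mM, Tween 20 0.05% / Compound: single-point dosing at 5 µM, 0.2% DMSO / Incubation: enzyme reaction carried out at room temperature / Detection: AMC fluorescence, 355/460 nm / Read-out basis: percent inhibition scaled between no-compound controls and no-enzyme blanks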
# FXIa inh 1536 = blocks human coagulation factor XIa protease activity; P03951; purified FXIa, Boc-Glu-Ala-Arg-AMC fluorogenic substrate; inhibition, % at 5 µM; hit rate 0.14% among 220,000; AID 798;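 active = inhibition of at least 40%; inactive = inhibition below 40%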;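 note: fluorescence of freed AMC excited at 355 nm; 0% = enzyme without compound and 100% = no enzyme blank; many of its hits are not listed in these tables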
# Target sequence (P03951 19-387 limits assumed): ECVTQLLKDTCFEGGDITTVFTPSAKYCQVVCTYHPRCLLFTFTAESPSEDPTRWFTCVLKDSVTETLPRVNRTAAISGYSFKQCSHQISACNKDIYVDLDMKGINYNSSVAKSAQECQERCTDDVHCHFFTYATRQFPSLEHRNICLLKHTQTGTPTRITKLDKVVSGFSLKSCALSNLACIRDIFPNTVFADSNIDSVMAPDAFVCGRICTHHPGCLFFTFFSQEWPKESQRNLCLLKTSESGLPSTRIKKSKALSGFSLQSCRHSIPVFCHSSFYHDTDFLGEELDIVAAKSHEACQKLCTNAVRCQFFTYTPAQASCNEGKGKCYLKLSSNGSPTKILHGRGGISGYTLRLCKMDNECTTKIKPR
# Target sequence (P03951 388-625 limits assumed): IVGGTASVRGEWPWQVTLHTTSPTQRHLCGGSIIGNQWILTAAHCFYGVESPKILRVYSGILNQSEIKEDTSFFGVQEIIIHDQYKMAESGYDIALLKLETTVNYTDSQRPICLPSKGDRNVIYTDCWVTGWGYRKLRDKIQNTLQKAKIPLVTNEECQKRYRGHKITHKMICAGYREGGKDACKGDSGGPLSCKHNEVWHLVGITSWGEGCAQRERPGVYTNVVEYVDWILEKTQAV
# KCC2 mod = KCC2 (human) Cl- transport modulation; KCC2 cells, thallium flux FluoZin-2 fluorescence; B-score of Tl+ flux slope (higher = more flux/activation; lower = inhibition) at 10 µM; hit rate 2.2% among 190,000;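 active = thallium flux slope and its plate-corrected score both differing from the plate sample mean at a set confidence after two filtering rounds, in either direction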;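 note: slope of fluorescence scaled to starting intensity during 10 to 20 s after thallium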
# hK5 inh = blocks human kallikrein 5 protease activity | recombinant hK5, fluorogenic AMC substrate cleavage | inhibition, % at 5 µM | hit rate 0.59% among 210,000;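 active = inhibition of 40% or more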;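 note: 0% = enzyme controls without compound and 100% = no-enzyme blanks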
# Rad51 HR inh = Rad51 (human) homologous recombination inhibition | Q06609 | hRad51 DNA strand exchange, fluorescence dequenching | inhibition, % at 10 µM | hit rate 0.085% among 200,000 | AID 1385;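 active = inhibition above 40% at the single screening dose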;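 note: 0% = DMSO control wells and 100% = blanks with heterologous ssDNA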
# Target sequence (Q06609 whole entry, looked up): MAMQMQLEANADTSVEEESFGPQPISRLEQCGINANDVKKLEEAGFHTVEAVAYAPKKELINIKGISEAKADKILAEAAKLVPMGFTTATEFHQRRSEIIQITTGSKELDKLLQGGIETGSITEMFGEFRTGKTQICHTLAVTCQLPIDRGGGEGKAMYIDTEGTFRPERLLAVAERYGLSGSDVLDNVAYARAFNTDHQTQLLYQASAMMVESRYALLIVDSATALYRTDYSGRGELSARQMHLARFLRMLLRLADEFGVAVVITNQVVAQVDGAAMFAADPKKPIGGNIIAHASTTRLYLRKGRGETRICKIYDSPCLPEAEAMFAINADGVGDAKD
#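 Test system: preformed human Rad51 ssDNA filaments; also added: Donor/quencher-labelled 47-bp dsDNA substrate; doses: 10 µM final, single point; times: 37 °C 15-min filament assembly, 30-min compound preincubation, 15-min exchange; detection: FRET fluorescence dequenching, excitation 485 nm, emission 520 nm; read-out basis: Fluorescence-based percent inhibition, control- and blank-normalised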
# TNF death inh = TNF-alpha cell death inhibition in Jurkat FADD-/- cells; Jurkat FADD-/- TNF necroptosis rescue, ATP luminescence, 24 h; 0 = TNF only, 100 = no-TNF cells; activation (protection from cell death), % at 10 µM; hit rate 0.068% among 220,000; AID 463075;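 active = activation, meaning protection from cell death, of at least 50% relative to plate controls; inactive = activation below 50%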;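 note: necroptosis triggered by 40 ng/mL TNF-alpha added together with compound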
# An asterisk follows results filed as active; / = not tested or not shown. Some of the compounds tested, so the mix of outcomes need not match the whole.
No. | molecule | TNF death inh | FXIIa inh 1536 | Rad51 HR inh | L929 necroptosis | KCC2 mod | hK5 inh | Hck Nef HTS | FXIa inh 1536 | thrombin 1536
1 | CCOC(=O)N1CCc2c(sc(NC(=O)c3ccc(S(=O)(=O)N4CCCC4)cc3)c2C#N)C1 | 0.2 | 14 | / | -0.7 | -0.043 | 4 | 6 | 4 | 1
2 | O=C(CCC1COc2ccccc2O1)N1CCCC1 (stereo not drawn) | -0.4 | 20 | 11 | -0.3 | -1.1 | -8 | 7 | 3 | 3
3 | CC(C)(C)NC(=O)c1ccccc1-c1nc(-c2ccccc2Cl)no1 | 0.0 | 18 | 1 | 0.3 | / | -33 | 4 | 6 | 3
4 | O=C(NCCN1CCN(Cc2ccccc2Cl)CC1)Nc1ccccc1 | 0.4 | 18 | -4 | 0.0 | 0.035 | -18 | -1 | 3 | 1
5 | Cc1cc(Nc2cccc([N+](=O)[O-])c2)n2c(nc3ccccc32)c1C#N | -10.0 | 3 | / | 0.1 | / | 4 | 2 | -3 | -2
6 | OCCN1CCN(C(=S)c2ccc(-c3ccccc3)cc2)CC1 | 1.7 | -2 | 20 | 0.8 | -2.5 | -8 | -41 | -6 | -2
7 | COc1cccc(OCc2nnc(SCC(=O)NCc3ccco3)n2C)c1 | -1.2 | 10 | -3 | 0.3 | -0.71 | -7 | 1 | 0 | -1
8 | Cc1ccc(S(=O)(=O)CCc2nnc(NC(=O)CCl)s2)cc1C | 7.9 | 13 | -2 | 5.8 | -0.008 | 6 | 24 | 2 | -3
9 | Clc1ccsc1-c1ccnc(-n2cccc2)n1 | -0.1 | 2 | -43 | 1.7 | -0.19 | -10 | -4 | -4 | 2
10 | O=[N+]([O-])c1ccc(Nc2cccc(F)c2)nc1 | 70* | 10 | -3 | 2.9 | / | 11 | 22 | -5 | 7
11 | Cc1cccc(/C(N)=N/OC(=O)Cc2ccccc2)c1 | 0.8 | 0 | 2 | 2.3 | -0.58 | -15 | -5 | -8 | -5
12 | Cc1cccc(NS(=O)(=O)c2cccs2)n1 | 1.0 | 20 | -2 | -0.3 | -0.13 | -7 | -1 | 6 | 5
13 | COc1ccc(/C=C/C(=O)NC(=S)NCC2CCCO2)cc1 (stereo not drawn) | 1.6 | 4 | 11 | 2.1 | 0.16 | 0 | 22 | -5 | 7
14 | O=C(CNCC1CCCCC1)Nc1ccc(OC(F)(F)F)cc1 | -0.3 | 4 | -6 | 1.6 | 0.52 | 1 | 16 | 2 | -3
15 | CCOc1ccc(/C=C/C(=O)c2cc(Br)ccc(=O)c2O)cc1 | -1.1 | 6 | -13 | 0.4 | 31* | -33 | 26 | 4 | -4
16 | Cc1ccc(N2CCN(S(=O)(=O)c3ccc(F)c(C)c3)CC2)c(C)c1 | -1.7 | 14 | 6 | 0.3 | / | -6 | 2 | 6 | -6
17 | CCOc1ccc(OCC)c(NC(=O)c2[nH]c(C)c(C(C)=O)c2C)c1 | 0.4 | 6 | 0 | 0.5 | / | 15 | 2 | -5 | -1
18 | CCOc1ccc(NC(=O)CCC(=O)O)cc1 | 0.0 | 14 | 0 | 0.4 | / | -1 | 1 | 4 | -2
19 | Cc1ccc(/C=C2/C(=O)N=C(N)N2C)s1 | 0.3 | 8 | / | 0.8 | -0.55 | -14 | 4 | 4 | -3
20 | Cc1cccc(CS(=O)(=O)Cc2ccc(C(=O)NCCN3CCCCC3C)o2)c1 (stereo not drawn) | 1.5 | -21 | 6 | -0.9 | -0.6 | -15 | -2 | -12 | -11
21 | Cc1ccc(C(=O)NNC(=O)Cc2cccs2)cc1 | 0.1 | 14 | -4 | 0.6 | 0.1 | -4 | 2 | 7 | -15
22 | O=C1OC(c2ccc(F)cc2)=C/C1=C\c1ccc([N+](=O)[O-])o1 | -13 | 10 | -436 | -1.4 | -1.2 | 2 | 27 | 0 | 1
23 | CC(=O)c1cccc(S(=O)(=O)NC2CCCCCC2)c1 | 0.8 | 8 | 8 | 1.4 | -0.21 | -18 | 6 | 8 | -2
24 | Cc1cc(=O)oc2cc(OCC(=O)N/N=C/c3ccccc3[N+](=O)[O-])ccc12 | -1.4 | 9 | 8 | 1.1 | 0.34 | -21 | 16 | 12 | -4
25 | CC(C)CNC(=S)NC(=O)c1csc([N+](=O)[O-])c1 | -0.9 | 1 | 8 | -0.1 | 31* | 15 | 3 | -1 | -8
26 | CCC(=O)N(Cc1ccco1)c1nc(-c2ccccc2)cs1 | 1.4 | 6 | -4 | 0.2 | 0.87 | -3 | 2 | -7 | -3
27 | Cc1nn(-c2ccccc2)c(Cl)c1/C=N/NC(=O)C1COc2ccccc2O1 (stereo not drawn) | 2.1 | 3 | 0 | 0.7 | -0.67 | 2 | 0 | 5 | -1
28 | COc1ccc(C(=O)Nc2ccc(NS(=O)(=O)c3ccccc3)cc2)cc1OC | 1.1 | 10 | 3 | -0.5 | 0.58 | 12 | 27 | 4 | 4
29 | COCCN(Cc1cc2ccccc2[nH]c1=O)C(=O)c1ccccc1OC | 3.5 | 4 | 5 | 1.4 | 0.0033 | -11 | -2 | 0 | -1
30 | O=C1C(SC(F)(F)C(F)F)=C(C(F)(F)F)OC2C3C=CC(C3)C12 (stereo not drawn) | 0.9 | 25 | -2 | 0.0 | 0.18 | -6 | -1 | 7 | 3
31 | COc1cccc(C(c2sc3ncnn3c2O)N2CCc3ccccc3C2)c1 (stereo not drawn) | 3.2 | 5 | -4 | 1.7 | / | -7 | 5 | 4 | -4
32 | CC1=NN(C(=O)c2ccccc2Cl)C(O)(c2cccnc2)C1 (stereo not drawn) | 2.1 | 0 | -1 | 0.7 | -0.6 | -7 | 21 | 0 | /
33 | O=C(c1cc(COc2ccc3ncccc3c2)on1)N1CCCC(O)C1 (stereo not drawn) | -0.9 | 13 | -18 | 0.3 | / | / | 15 | 0 | -4
34 | COc1cccc(Cn2nnc(C(=O)NCc3ccc(F)cc3)c2N)c1 | 0.7 | 12 | -2 | 1.4 | / | -2 | 0 | 8 | -2
35 | COCc1cc(C)nc(N/N=C/c2ccc(-c3ccc(Cl)cc3[N+](=O)[O-])o2)c1C#N | -1.9 | 12 | -1 | 8.5 | 0.27 | 4 | 171* | 3 | -4
36 | Nc1nnc(C(F)(F)F)s1 | 1.3 | 11 | 7 | 0.7 | / | -1 | 16 | -2 | -3
37 | CC(=O)c1ccc(NC(=S)NC(C)c2ccc(Cl)cc2Cl)cc1 (stereo not drawn) | 2.0 | 9 | -2 | -0.7 | 0.6 | -3 | 20 | -7 | -23
38 | O=C(NNc1ccc([N+](=O)[O-])cc1)c1ccccc1Cl | 4.7 | 7 | 1 | 1.8 | / | 5 | 27 | -5 | 1
39 | Cc1ccc(C(=O)NC2CCN(C(=O)N3CCOCC3)CC2)cc1 | 0.4 | 8 | 5 | -0.1 | / | -23 | -1 | 6 | -1
40 | Cn1c(CC(=O)Nc2ccc(F)cc2)c(Sc2ccccc2)c2ccccc21 | 0.2 | 8 | 7 | 0.3 | 0.98 | -9 | 0 | 0 | -12
41 | CCc1ccc(-c2cc(C(=O)Nc3ccc(S(=O)(=O)NC(C)=O)cc3)c3ccccc3n2)cc1 | 0.2 | 11 | -1 | 1.1 | -0.74 | -10 | 1 | 3 | -12
42 | C=CCn1c(O)c(N=NC(=O)C(O)c2ccccc2)c2ccccc21 (stereo not drawn) | -0.1 | 10 | / | 0.2 | 0.02 | 1 | 2 | 1 | -7
43 | Cc1[nH]nc2c1C(=O)CCC2 | 0.2 | 18 | 86* | -0.2 | -0.0065 | 0 | 0 | 0 | 1
44 | OC1(c2ccccc2F)CCN(Cc2nnnn2CCc2ccccc2)CC1 | 0.4 | 10 | -2 | -0.4 | -1.7 | -23 | 9 | 3 | -16
45 | COc1ccc(-c2c[nH]c(=O)[nH]c2=O)cc1OC | 1.3 | 7 | -3 | 18 | -0.63 | 1 | 6 | -1 | -4
46 | CC(C)C(c1nnnn1Cc1ccc(F)cc1)N1CCN(C(=O)c2ccco2)CC1 (stereo not drawn) | -0.8 | 14 | -3 | -0.3 | / | -10 | -1 | 8 | 4
47 | CCOC(=O)c1ccc(Nc2c(OCC)c(=O)c2=O)cc1 | 0.5 | 5 | 21 | 1.7 | 0.2 | 4 | 23 | 3 | -3
48 | C/C(=N/NC(=O)c1cc(C2CC2)[nH]n1)c1cccs1 | 1.0 | 11 | -3 | 2.2 | -1.6 | -26 | 3 | -3 | 1

# The list goes on; the last 5 above are carried over.
No. | molecule | TNF death inh | FXIIa inh 1536 | Rad51 HR inh | L929 necroptosis | KCC2 mod | hK5 inh | Hck Nef HTS | FXIa inh 1536 | thrombin 1536
44 | OC1(c2ccccc2F)CCN(Cc2nnnn2CCc2ccccc2)CC1 | 0.4 | 10 | -2 | -0.4 | -1.7 | -23 | 9 | 3 | -16
45 | COc1ccc(-c2c[nH]c(=O)[nH]c2=O)cc1OC | 1.3 | 7 | -3 | 18 | -0.63 | 1 | 6 | -1 | -4
46 | CC(C)C(c1nnnn1Cc1ccc(F)cc1)N1CCN(C(=O)c2ccco2)CC1 (stereo not drawn) | -0.8 | 14 | -3 | -0.3 | / | -10 | -1 | 8 | 4
47 | CCOC(=O)c1ccc(Nc2c(OCC)c(=O)c2=O)cc1 | 0.5 | 5 | 21 | 1.7 | 0.2 | 4 | 23 | 3 | -3
48 | C/C(=N/NC(=O)c1cc(C2CC2)[nH]n1)c1cccs1 | 1.0 | 11 | -3 | 2.2 | -1.6 | -26 | 3 | -3 | 1
49 | Cc1ccc(NS(=O)(=O)c2ccc(NC(=O)C(C)Sc3ccc(Cl)cc3)cc2)c(C)c1 (stereo not drawn) | 5.1 | -4 | 4 | 1.5 | 0.87 | -15 | 0 | 1 | -11
50 | CC(NC(=O)/C(C#N)=C1\N=C(NC(=O)c2cccs2)c2ccccc21)c1ccccc1 (stereo not drawn) | -4.5 | 6 | -26 | 2.1 | 0.75 | -13 | 0 | 6 | -1
51 | CSc1n[nH]c(=S)n1N | -1.1 | 27 | -9 | 0.1 | 0.51 | 28 | -6 | 12 | 15
52 | CC(=O)Nc1c2c(nn1-c1cccc(Cl)c1)CS(=O)C2 (stereo not drawn) | 0.0 | 14 | -4 | 0.9 | 2.4 | -7 | 1 | 2 | -4
53 | CCN(CC)S(=O)(=O)c1ccc2c3c(cccc13)C(=O)S2 | -0.9 | -4 | -1 | 0.0 | 0.23 | -7 | 2 | -5 | 4
54 | O=C(N/N=C/c1cccc(Cl)c1Cl)Nc1ccccc1 | -2.3 | 13 | -6 | 0.1 | 0.84 | 5 | 1 | 1 | 1
55 | Cc1ccc2cc(CN(CCN3CCOCC3)C(=O)NCc3ccccc3)c(=O)[nH]c2c1C | 1.5 | 13 | -3 | 0.2 | -1 | -20 | 0 | 2 | 3

# Looked up above.
# L929 necroptosis result of `COc1ccc(C(=O)Nc2ccc(NS(=O)(=O)c3ccccc3)cc2)cc1OC` reads -0.5
# thrombin 1536 result of `Cc1cccc(/C(N)=N/OC(=O)Cc2ccccc2)c1` reads -5
# FXIIa inh 1536 result of `CC(=O)Nc1c2c(nn1-c1cccc(Cl)c1)CS(=O)C2` (stereo not drawn) reads 14
# TNF death inh result of `COc1cccc(OCc2nnc(SCC(=O)NCc3ccco3)n2C)c1` reads -1.2
